Compound activity: PubChem BioAssay, National Center for Advancing Translational Sciences (NCATS)
GoLoco inh red: blocks human Gai1 binding to RGS12 GoLoco peptide, red readout; Potency, µM (doses to about 61.6 µM), without a hit: top-dose activity, negative = inhibition, most hits filed as inhibitors; AID 880; hit rate 0.44% among 230,000; Gai1:RGS12 GoLoco peptide FP, rhodamine, 10 min; active = well fitted inhibition curve with a large enough effect, not every such curve was filed as active; inactive = no such curve, though single readings can be large or run the other way; note: % is set by controls: 0 for no effect and ±100 for the full control effect; nearly all actives have a fitted effect of over 30% in size; many of its hits are not listed in these tables
RECQ1 inh: blocks DNA unwinding by human RECQ1; Potency, µM (top dose mostly 57.3 µM), without a hit: at the top dose activity, negative = inhibition, actives largely listed as inhibitors; AID 2549; hit rate 0.54% among 240,000; RECQ1 DNA unwinding, red fluorescence kinetic read; P46063;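 note: plate controls were vehicle for no effect and no enzyme for full effect; nearly all actives have a fitted effect of over 30% in size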
Target sequence (P46063 whole entry, looked up): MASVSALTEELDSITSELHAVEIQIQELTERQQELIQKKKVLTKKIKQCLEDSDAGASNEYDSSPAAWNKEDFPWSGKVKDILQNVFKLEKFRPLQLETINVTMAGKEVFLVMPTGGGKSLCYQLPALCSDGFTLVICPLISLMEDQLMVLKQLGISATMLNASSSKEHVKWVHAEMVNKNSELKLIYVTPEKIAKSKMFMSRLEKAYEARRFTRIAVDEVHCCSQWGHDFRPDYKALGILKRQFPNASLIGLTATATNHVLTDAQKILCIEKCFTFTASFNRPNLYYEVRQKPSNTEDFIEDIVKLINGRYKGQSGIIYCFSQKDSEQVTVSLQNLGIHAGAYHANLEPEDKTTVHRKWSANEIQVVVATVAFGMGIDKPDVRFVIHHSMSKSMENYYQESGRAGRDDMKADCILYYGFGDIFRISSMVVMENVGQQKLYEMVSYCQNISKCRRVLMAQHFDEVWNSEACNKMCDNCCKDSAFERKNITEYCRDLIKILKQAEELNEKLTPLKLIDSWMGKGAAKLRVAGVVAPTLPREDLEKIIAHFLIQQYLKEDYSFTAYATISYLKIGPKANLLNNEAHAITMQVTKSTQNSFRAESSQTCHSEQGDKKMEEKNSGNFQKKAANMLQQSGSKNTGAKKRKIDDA
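50 nM RECQ1T1 preincubated 15 min with compound in Tris pH 8.0 buffer with MgCl2, DTT, Tween-20 and 2.5 ug/ml poly(dI-dC); started with 200 nM TAMRA/BHQ-2 forked duplex and 2 mM ATP. Unwinding read as fluorescence (525/598 nm), two reads 2 h apart.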
Lamin A splicing: modulators of lamin A splicing; HeLa LMNA splicing GFP/RFP minigene ratio, 48 h; Potency, µM (titrated, usually from 46.1 µM), for the others: at the highest dose ratio change, negative = inhibition, hits mostly inhibitors; hit rate 0.01% among 200,000; active = well fitted inhibition curve with a large enough effect in the signal ratio, with a control signal flat, not every such curve was filed as active; inconclusive = small, poorly fitted or top-dose-only effect, or effect the other way, or a change in a side signal; the % refers to the signal ratio; note: % is set by controls: 0 for no effect and ±100 for the full control effect
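S3 HeLa stable clones carrying a lamin A-EGFP splicing minigene plus DsRed2 were seeded at 600 cells/well in Opti-MEM with 2% FBS, pin-dosed and incubated 48 h at 37°C. Acumen cytometry (488 nm) gave the GFP/RFP total-intensity ratio.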
ALDH1A1 block: ALDH1A1 (human) enzyme inhibition | Potency, µM (top dose mostly 75.3 µM), inactives show at the top dose activity, negative = inhibition, usual class: inhibitors | P00352 | Purified ALDH1A1, NADH fluorescence, propionaldehyde substrate | hit rate 7.3% among 220,000; active = well fitted inhibition curve with a large enough effect, not every such curve was filed as active; inconclusive = small, poorly fitted or top-dose-only effect, or another doubt; inactive = no such curve, though single readings can be large or run the other way;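 note: plate controls were no enzyme wells and a reference inhibitor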
JMJD2E inh: inhibitors of human JMJD2E histone demethylase; B2RXH2; JMJD2E catalytic domain, FDH-coupled NADH fluorescence (FDH is formaldehyde dehydrogenase); Potency, µM (titrated, usually from 57.1 µM), inactives show at the highest dose activity change, negative = inhibition, hits mostly inhibitors; hit rate 1.6% among 230,000; AID 2147; active = well fitted inhibition curve with a large enough effect, not every such curve was filed as active; inconclusive = small, poorly fitted or top-dose-only effect, or another doubt; inactive = no such curve, though single readings can be large or run the other way;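 note: 0% = wells with enzyme and -100% = buffer wells without enzyme; nearly all actives have a fitted effect of over 50% in size; many of its hits are not listed in these tables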
Target sequence (B2RXH2 1-337 limits assumed): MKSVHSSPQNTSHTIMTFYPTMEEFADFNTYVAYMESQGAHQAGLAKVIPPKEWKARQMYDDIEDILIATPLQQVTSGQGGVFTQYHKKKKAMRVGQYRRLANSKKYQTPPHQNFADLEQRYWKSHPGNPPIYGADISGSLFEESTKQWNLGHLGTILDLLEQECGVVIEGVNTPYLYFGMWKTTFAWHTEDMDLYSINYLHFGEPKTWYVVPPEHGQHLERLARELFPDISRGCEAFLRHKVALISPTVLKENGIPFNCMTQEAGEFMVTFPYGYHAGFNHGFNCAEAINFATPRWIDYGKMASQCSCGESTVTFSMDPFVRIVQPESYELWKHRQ
TRb-SRC2 inh: disrupts binding of human TR beta to SRC2; P10828; TRbeta-SRC2 peptide binding, fluorescence polarization; receptor liganded with 1 µM T3; Potency, µM (top dose mostly 106 µM), without a hit: at the top dose activity change, negative = inhibition, most hits filed as inhibitors; hit rate 0.065% among 280,000; AID 1469;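 note: plate controls were bound peptide for no effect and peptide without receptor for full effect; nearly all actives have a fitted effect of over 50% in size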
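Quantitative HTS by FP: 0.6 uM TRb LBD, 20 nM labeled SRC2 20-mer, 1 uM T3, 5% DMSO; 5 hr ambient incubation; % activity per concentration and potencies from concentration series.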
TR SRC2 fluor cs: counter-screen for TRb-SRC2 inhibitors: fluorescence interference; TRb/SRC2 Texas Red total fluorescence interference; Potency, µM (doses to about 106 µM), inactives show at the highest dose fluorescence change, negative = quenching; hit rate 0.29% among 280,000; active = well fitted curve in either direction with a large enough effect; inconclusive = small, poorly fitted or top-dose-only effect; note: % is set by controls: 0 for no effect and ±100 for the full control effect
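Human TRb ligand-binding domain at 0.6 uM with 20 nM Texas Red SRC2 peptide in Tris buffer containing 1 uM T3 and 5% DMSO, incubated with compound 5 h at ambient temperature. Total fluorescence (555/632 nm) calculated as parallel + 2 × perpendicular.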
SMN2 splice up: increases expression of the SMN2 splice variant | HEK293 SMN2-luciferase splicing reporter, luminescence, 30-36 h | Potency, µM (series often up to 46.1 µM), inactives show at the top dose activity change, positive = activation, hits mostly activators | hit rate 2.8% among 210,000 | AID 1458; note: % of control where 0% means no effect; nearly all actives have a fitted effect of over 55% in size
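qHTS luciferase splicing reporter: luminescence rises when SMN2 exon 7 is included in transfected HEK293 cells. Compound exposure lasted 30-36 h at 37C, with 4.5 mM final sodium butyrate as control, followed by a ONE-Glo read.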
* hit, by the source's call; i = inactive; ? = inconclusive; nt = no result given; [ ] = dose if it differs, or a comment. Unless noted, calls come from the whole dose curve; as a rule, active = well fitted curve in the direction sought with a large enough effect; inconclusive = small, poorly fitted or top-dose-only effect, or another doubt; inactive = no such curve, though single readings can be large; an effect the other way counts as inactive or inconclusive. Potency is the fitted concentration of half-maximal effect.

cpd | SMILES | ALDH1A1 block | Lamin A splicing | TR SRC2 fluor cs | JMJD2E inh | SMN2 splice up | RECQ1 inh | GoLoco inh red | TRb-SRC2 inh
1 | CCC(=O)N1CCN(c2nc(-c3ccc(Cl)cc3)cs2)CC1 | -14% | ? | 0% | -2% | -42%[inhibitor] | i | 17% | -20%
2 | COc1ccc(Cn2c(/C=C/c3ccccc3)nc3ccccc32)cc1 | ? | ? | 0% | ? | ? | -12% | 1% | 6%
3 | CC(C)NC(=O)CC1C(=O)N(Cc2ccccc2)C(C)c2nc3ccccc3n21 (configuration not stated) | 3% | nt | -1% | 0% | -20% | -1% | 4% | 3%
4 | CCn1c(SCC(=O)NC2CCCCC2)nc2c(c1=O)SC(C)C2 (configuration not stated) | 0% | -5% | 0% | 12% | -11% | 17% | 1% | -4%
5 | COc1ccc(/C=N/NC(=O)CC(=O)N/N=C/c2ccc(OC)cc2)cc1 | 1% | nt | -1% | 3% | ? | 7% | 7% | 3%
6 | COc1ccc(N(C(C)C(=O)NCc2ccco2)S(C)(=O)=O)cc1 (configuration not stated) | ? | 10% | 3% | 0% | -7% | -1% | 2% | -4%
7 | O=C(O)CNC(=O)/C(=C/c1cccc([N+](=O)[O-])c1)NC(=O)c1ccco1 | 2% | -3% | -4% | 0% | -4% | -14% | 7% | 0%
8 | O=C(OCCCN1CCCC1)C1(c2ccccc2)CCCC1 | -9% | 9% | 0% | 8% | -5% | -7% | 5% | -11%

Reformatted with two lines to a compound: part of the list above
Fields – ALDH1A1 block	Lamin A splicing	TR SRC2 fluor cs	JMJD2E inh	SMN2 splice up	RECQ1 inh	GoLoco inh red	TRb-SRC2 inh
7: O=C(O)CNC(=O)/C(=C/c1cccc([N+](=O)[O-])c1)NC(=O)c1ccco1
 : 2%	-3%	-4%	0%	-4%	-14%	7%	0%
2: COc1ccc(Cn2c(/C=C/c3ccccc3)nc3ccccc32)cc1
 : ?	?	0%	?	?	-12%	1%	6%
3: CC(C)NC(=O)CC1C(=O)N(Cc2ccccc2)C(C)c2nc3ccccc3n21 (configuration not stated)
 : 3%	nt	-1%	0%	-20%	-1%	4%	3%
6: COc1ccc(N(C(C)C(=O)NCc2ccco2)S(C)(=O)=O)cc1 (configuration not stated)
 : ?	10%	3%	0%	-7%	-1%	2%	-4%
1: CCC(=O)N1CCN(c2nc(-c3ccc(Cl)cc3)cs2)CC1
 : -14%	?	0%	-2%	-42%[inhibitor]	i	17%	-20%
4: CCn1c(SCC(=O)NC2CCCCC2)nc2c(c1=O)SC(C)C2 (configuration not stated)
 : 0%	-5%	0%	12%	-11%	17%	1%	-4%

The list continues.
cpd | SMILES | ALDH1A1 block | Lamin A splicing | TR SRC2 fluor cs | JMJD2E inh | SMN2 splice up | RECQ1 inh | GoLoco inh red | TRb-SRC2 inh
9 | COc1cc(C)c(C(C)C)cc1S(=O)(=O)NCCCn1ccnc1 | ? | -4% | 0% | 3% | 8% | -10% | 6% | -4%
10 | COc1ccccc1-c1n[nH]c(=S)n1Cc1ccco1 | 3% | -6%[46 µM] | 0% | -13% | 1% | 10% | 2% | -6%
11 | COc1ccc(OC)c(S(=O)(=O)N(C)CC(=O)N2CCc3ccccc3C2)c1 | -13% | 10% | -1% | 0% | -6% | i | 9% | -8%
12 | O=C(N/N=C/c1ccc2c(c1)OCO2)C(=O)Nc1ccccc1 | nt | nt | -1% | 6% | nt | -16% | 3% | 4%
13 | N#CCCn1c2ccccc2c2nc3ccccc3nc21 | -9% | ? | -5% | ? | nt | -4% | nt | -3%
14 | Cc1ccc(CNC(=O)CSc2nc(C)cc(C)c2C#N)cc1 | 5% | 20% | -3% | 4% | -22% | i | -11% | -14%
15 | N#Cc1c(SCC(=O)N2CCCCC2)nsc1SCC(=O)N1CCCCC1 | 18µM* | -3% | -5% | 3% | 24% | -4% | 6% | 1%
16 | CCCC(=O)O[C@]1(C(=O)CO)CCC2[C@@H]3CCC4=CC(=O)CC[C@]4(C)C3C(O)C[C@]21C (some centres not stated) | 5% | ? | 0% | -2% | 17% | -8% | 9% | 1%
17 | Cc1ccc(S(=O)(=O)N2CCN(C(=O)c3cccs3)CC2)cc1 | 8% | -6%[46 µM] | -2% | -5% | -12% | -7% | 9% | -3%
18 | CCOc1ccc(NC(=O)CN2CCN(CC(=O)Nc3ccc(F)c(F)c3)CC2)cc1 | 4µM* | -3% | 3% | -7% | -18% | -16% | -4% | -12%
19 | COc1ccc(-n2c(SC(CN3CCCCC3)CN3CCCC3=O)nc3ccccc3c2=O)cc1 (configuration not stated) | ? | -7% | -3% | -20% | -33%[inhibitor] | -9% | 2% | -4%
20 | N#CCCN(C(=O)Nc1ccc(Cl)c(Cl)c1)c1ccccc1 | ? | ? | -1% | 4% | -15% | -7% | -5% | 1%
21 | Cc1cc(C)n(-c2ccc(C(=O)Nc3cccnc3)cc2)n1 | nt | nt | -3% | 12% | nt | -14% | -2% | 7%
22 | Cc1ccc2[nH]c(C(=O)O)c(NC(=O)[C@@H]3C[C@@H]3c3ccccc3)c2c1 | nt | nt | -6% | -24% | nt | 3% | 155%[activator] | -3%
23 | O=C(COC(=O)c1cc(Br)ccc1Cl)NC1CC1 | 9% | -6% | -2% | 9% | -2% | i | -2% | 0%
24 | COCC(C)NC(=O)c1ccccc1OC(C)=O (configuration not stated) | -11% | 11% | 1% | ? | 4% | i | 8% | -6%
25 | CC1CCCN(S(=O)(=O)c2cc(Cl)ccc2Cl)C1 (configuration not stated) | -6% | 16% | 3% | -3% | 4% | -8% | -20% | -14%
26 | Cc1cccc(CNc2ncnc3ccc(-c4cccc(C#N)c4)cc23)c1 | ? | ? | -4% | ? | -33%[inhibitor] | -4% | -5% | 0%
27 | C=CCn1c(-c2ccccc2[N+](=O)[O-])n[nH]c1=S | ? | nt | -1% | -2% | -10% | 2% | 18% | 0%
28 | CCn1c(SCc2cccc(C(=O)O)c2)nnc1-c1ccccc1 | 15% | 1% | 0% | 15% | ? | -9% | 2% | -4%
29 | C=CCOc1ccc(CNn2c(C)n[nH]c2=S)cc1OC | ? | -7% | 1%[53 µM] | ? | ? | i | 8% | -15%[53 µM]
30 | CS(=O)(=O)N1CCC[C@@]2(CCN(c3ccccc3)C2)C1 | ? | nt | nt | nt | -17% | -12% | -12% | nt
31 | C/C(N)=C(/C#N)C(=O)CSc1nc2cc(Cl)ccc2c(=O)n1-c1ccc(C)cc1 | -6% | -8% | -1% | 4% | 21% | 0% | 13% | 10%
32 | O=C(N/N=C/c1cccnc1)C(=O)N1CCCCCC1 | nt | nt | -7% | 3% | nt | -5% | 1% | -2%
33 | CCCS(=O)(=O)c1c(S(=O)(=O)CCC)c2cc(-c3ccncc3)ccn2c1C(=O)OC | ? | nt | -2% | ? | nt | -11% | 13% | 0%
34 | CCSc1ccccc1C(=O)NCc1ccc(OC)cc1 | 5% | 19% | 1% | 0% | -12% | i | 2% | -5%
35 | CCOc1ccc(-c2cn(S(=O)(=O)c3cccc4nsnc34)nc2N)cc1 | -1% | ? | -3% | 2% | -10% | -6% | -3% | 3%
36 | O=c1[nH]ncc2c3ccccc3n(Cc3ccc(F)cc3)c12 | -7% | 8% | -1% | 9% | -11% | -4% | 7% | 5%
37 | COC(=O)c1cc(OC)c(OC)cc1NC(=S)N1CCN(c2ccccn2)CC1 | ? | nt | -1% | 0% | 16% | 15% | 16% | 7%
38 | COc1ccc(/C=N/NC(=O)c2[nH]c(C)c(C(=O)N/N=C/c3ccc(OC)cc3)c2C)cc1 | 3% | -7% | 2% | -10% | -23% | -11% | 14% | 2%
39 | CCOc1ccc(CN2C(=O)c3ccccc3C2C(=O)NCC2CCCO2)cc1 (configuration not stated) | 3% | -4%[46 µM] | 0% | 15% | 18% | 0% | 3% | 0%
40 | COc1ccccc1OCC(=O)Nc1ccc(S(=O)(=O)Nc2cc(C)nc(C)n2)cc1 | -1% | -6% | -5% | 5% | 29% | -12% | 4% | 9%
41 | CC1(C)NC(=O)N(CC(O)Cn2c3ccccc3c3ccccc32)C1=O (configuration not stated) | ? | 6%[46 µM] | -1% | -18% | -17% | 3% | 15% | -4%
42 | Cc1ccc(-c2nnc3ccc(SCC(=O)Nc4cc(C)on4)nn23)cc1 | 2% | 5% | -2% | ? | -6% | -1% | 9% | -9%
43 | Cn1c(SCC(=O)c2c(N)n(C)c(=O)n(C)c2=O)nnc1-c1ccccc1F | 7% | nt | -1% | 1% | -4% | 12% | 5% | -1%
44 | CC(C)CCNC(=O)CN(C(=O)CCC(=O)Nc1ccccn1)c1ccc(F)c(Cl)c1 | -4% | -18%[9.22 µM] | -3% | -5% | 13% | -16% | -3% | 3%
45 | CC12CCC(C(=O)NC3CCCCC3)([C@H](Br)C1=O)C2(C)C (some centres not stated) | nt | nt | -7% | 10% | nt | -5% | -3% | 3%
46 | CCCNS(=O)(=O)c1ccc(OCC(=O)N2CCCC2)cc1 | 4% | nt | -1% | 10% | 26% | i | 20% | -9%
47 | CC(C)C(=O)Nc1nnc(-c2ccccc2)o1 | 11% | -1% | -2% | 8% | -3% | -7% | -5% | 1%
48 | COC(=O)c1c(N2C(=O)[C@H]3[C@@H](C2=O)[C@]2(C(=O)Nc4c2ccc(C)c4C)N2CCC[C@@H]32)sc(C)c1C | ? | -13% | 5% | 11% | 22% | -11% | 10% | 3%
49 | Cc1ccc(CNC(=O)c2cncc(Br)c2)cc1 | -6% | 2%[46 µM] | -2% | -1% | -9% | i | -11% | -6%
50 | Cc1ccc2nc(C3CCCN(C(=S)Nc4ccccc4C)C3)[nH]c2c1 (configuration not stated) | -9% | 2%[0.0737 µM] | 3% | 69%[activator] | -19% | -14% | 12% | -16%
51 | Cc1occc1-c1nnc(SCC(=O)NCc2cccs2)n1-c1ccc(F)cc1 | -6% | 4% | -2% | 0% | nt | i | nt | -15%
52 | COc1ccc(-c2cc(C)nc3c(-c4ccccc4)cnn23)cc1 | 0% | ? | -1% | -5% | ? | -6% | 12% | 1%

An excerpt, so the mix of outcomes need not match the whole.
